esBAF inh: Bmi1 luciferase reporter increase in mESCs, primary screen, esBAF inhibitor project, mouse ES cells, Bmi1 luciferase knock-in, single point; 24 h; 100% = twice the neutral-well signal; reporter increase, % at 12.5 µM; hit rate 2% among 350,000; AID 602393, 2012; in the data active means activation above about 40%;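 further: 0% = median of the plate's neutral control wells and 100% = double that signal; a rise in the Bmi1 reporter signal indicates esBAF inhibition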
E-sel inducer: E-selectin induction in HUVECs, primary screen, imaging, HUVEC, immunofluorescence imaging, single point | P16581 | normalized: neutral wells 0, TNF-alpha wells 100 | activation, % at 7.58 µM | hit rate 0.37% among 260,000 | AID 686992, 2013;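 active means mean E-selectin-positive cell signal at least 10% of the positive control, reached in at least 60% of replicates, without over 20% cell loss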;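 further: in these data hits start at about 27%; measured in HUVEC primary endothelial cells; signal is the percent of cells scored E-selectin positive by PE staining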
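Read-out: % PE-positive cells | Test system: HUVEC | Doses: One compound dose added by pin transfer | Buffer or medium: EGM-2 over gelatin coat | Signal: Immunofluorescence imaging | Benchmarks: TNF-alpha, DMSO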
EWS-Fli inh: EWS/Fli-driven NR0B1 reporter inhibitors, primary screen, A673 cells, NR0B1 luciferase, luminescence, MLPCN library. viability-normalised. inhibition, % at 12.6 µM. hit rate 0.67% among 350,000. AID 651661, 2012;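 active means mean inhibition of at least 50% after viability correction, with every replicate also passing that limit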;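 further: firefly luciferase signal divided by Alamar Blue viability fluorescence both relative to DMSO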
S100A4 inh HTS: inhibitors of S100A4-myosin IIA peptide binding, primary screen, biochemical, fluorescence polarization, TAMRA-MyoIIA peptide; Protein S100-A4 (Homo sapiens), P26447; inhibition, % at 10.7 µM; hit rate 0.14% among 360,000; AID 652163, 2013;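 active means mean inhibition of at least 70% across replicates, with every replicate also reaching that level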
Target sequence (P26447 whole entry, looked up): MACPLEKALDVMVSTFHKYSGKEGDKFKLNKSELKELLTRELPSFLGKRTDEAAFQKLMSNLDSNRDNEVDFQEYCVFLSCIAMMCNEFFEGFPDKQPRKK
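Material: human S100A4 monomer with TAMRA-labelled myosin IIA peptide; buffer or medium: HEPES pH 7.2 with CaCl2, KCl, NaCl, DTT, Triton; compound dosing: one concentration per compound; schedule: 5 min incubation before reading; benchmarks: neutral control DMSO, positive control TFP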
Xi reactivation: activators of inactive X chromosome reactivation, primary screen, imaging, XiGFP fibroblasts, GFP high-content imaging, set 2; XiGFP mouse fibroblasts, % GFP-positive cells imaging, 3 d; cells co-treated with 5-aza-dC sensitizer; scaled so ellipticine positive control = 100%; activation, % at 7.58 µM; hit rate 0.055% among 360,000; AID 743238, 2013;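 active means mean normalized replicate activation at least 10% and every replicate at or above 10%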;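 further: 0% = median of on-plate neutral control wells and 100% = ellipticine 6 µM median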
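Material: XiGFP fibroblasts, SV40-immortalized; Buffer or medium: DMEM containing 5-aza-dC; Compound dosing: single point; Times: 3 days compound exposure.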
RAD52 anneal inh: RAD52 DNA annealing inhibitors, primary screen, biochemical, FRET, single point, set 2. hit rate 0.46% among 360,000. DNA repair protein RAD52 homolog (Homo sapiens), P43351. inhibition, % at 18.7 µM. recombinant RAD52 DNA annealing, FRET fluorescence;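 active means every replicate showing at least 50% inhibition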
FN deposit inh: inhibitors of fibronectin matrix deposition, primary screen, AH1F cells, Alexa488-fibronectin fluorescence, plate reader; AH1F fibroblasts, overnight; inhibition, % at 12.6 µM; hit rate 0.086% among 350,000; AID 743247, 2014;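 active means mean inhibition across replicates of 30% or more, regardless of how many single replicates reach that level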;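 further: positive control wells lacked labelled fibronectin entirely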
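Assay system: AH1F fibroblasts / Quantity: 10000 cells per well / Medium: DMEM plus 2% serum, read in PBS / Reagent: labelled fibronectin 24 nM / Dosing: single dose, pinned / Times: 1 h cell attachment, overnight exposure to compound and label / Signal: fluorescence, ex 485 nm, em 525 nm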
RAD54 inh: inhibitors of human RAD54 branch migration, primary screen, biochemical, fluorescence, single point; inhibition, % at 10.4 µM; DNA repair and recombination protein RAD54-like (Homo sapiens), Q92698; RAD54 Holliday junction branch migration, FAM/BHQ fluorescence; hit rate 0.14% among 360,000;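 active means mean normalized replicate activity at least 40 and at least half of replicates scoring 40 or more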;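 further: 0% = median of neutral control wells and 100% = median of positive control wells; inhibitors cause a drop in the FAM fluorescence signal; in these data hits start at about 50%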
Target sequence (Q92698 whole entry, looked up): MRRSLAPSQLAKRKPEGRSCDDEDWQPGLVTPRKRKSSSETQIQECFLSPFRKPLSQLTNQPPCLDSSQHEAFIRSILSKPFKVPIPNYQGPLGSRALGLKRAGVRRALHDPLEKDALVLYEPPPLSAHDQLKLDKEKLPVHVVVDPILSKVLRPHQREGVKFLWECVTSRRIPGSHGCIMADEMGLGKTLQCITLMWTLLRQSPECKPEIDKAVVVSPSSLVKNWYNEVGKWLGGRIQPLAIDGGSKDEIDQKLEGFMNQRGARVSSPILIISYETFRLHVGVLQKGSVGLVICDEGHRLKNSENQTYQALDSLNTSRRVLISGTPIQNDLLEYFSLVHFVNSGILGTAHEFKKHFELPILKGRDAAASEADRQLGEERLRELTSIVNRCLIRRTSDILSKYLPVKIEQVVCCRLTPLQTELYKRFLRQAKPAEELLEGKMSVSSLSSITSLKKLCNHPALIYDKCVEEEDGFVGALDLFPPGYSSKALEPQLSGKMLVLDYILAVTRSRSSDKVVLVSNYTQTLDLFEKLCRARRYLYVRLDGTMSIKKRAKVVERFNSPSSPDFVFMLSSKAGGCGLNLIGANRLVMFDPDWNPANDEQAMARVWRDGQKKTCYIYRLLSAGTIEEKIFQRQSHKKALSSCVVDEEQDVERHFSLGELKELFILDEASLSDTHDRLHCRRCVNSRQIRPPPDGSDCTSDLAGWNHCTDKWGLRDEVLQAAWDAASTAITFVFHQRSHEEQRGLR
* marks the source's active call; other numbers are inactive results; x = no result given.

SMILES	esBAF inh	E-sel inducer	EWS-Fli inh	S100A4 inh HTS	Xi reactivation	RAD52 anneal inh	FN deposit inh	RAD54 inh
C[C@@H]1CN([C@H](C)CO)C(=O)c2cccc(NC(=O)Nc3ccc(C(F)(F)F)cc3)c2O[C@@H]1CN(C)C(=O)NC1CCCCC1	-4	x	0	10	x	-17	x	0
CCOC(=O)Nc1cccnc1Sc1ccc(Cl)cc1	1	x	10	-2	0.3	-14	4	-9
COC(=O)c1sccc1NC(=O)c1c(Cl)cccc1Cl	-3	x	7	1	-0.1	12	10	-2
Cc1ccc(CN2CC(N3CCN(C4CCN(C)CC4)CC3)CS2(=O)=O)cc1 (stereo not given)	-7	7.2	-6	-1	0.0	-28	-8	8
CCOC(=O)CCC(=O)O[C@H]1[C@H](O[C@@H]2[C@@H](C)[C@H](O[C@H]3C[C@@](C)(OC)[C@@H](O)[C@H](C)O3)[C@@H](C)C(=O)O[C@H](CC)[C@@](C)(O)[C@H](O)[C@@H](C)C(=O)[C@H](C)C[C@@]2(C)O)O[C@H](C)C[C@@H]1N(C)C	-2	0.0	-10	-1	-0.1	3	5	-1
C[C@@H]1CN([C@@H](C)CO)C(=O)c2cc(/C=C/c3ccccc3)cnc2O[C@@H]1CN(C)C(=O)C1CCC1	2	0.4	-8	-14	-0.2	4	x	-3
CCC(=O)N1c2ccc(S(=O)(=O)N3CCN(c4cc(C)ccc4C)CC3)cc2CC1C (stereo not given)	-4	1.7	11	-15	0.0	-83	4	-5
Cc1noc(C)c1S(=O)(=O)Nc1ccc2c(c1)CC(=O)N([C@@H](C)CO)C[C@@H](C)[C@@H](CN(C)C(=O)Nc1ccc(C(F)(F)F)cc1)O2	1	0.1	4	2	0.1	0	-5	0
CN(c1ccccc1)S(=O)(=O)c1cccc(NC(=O)c2cc(=O)c3ccccc3o2)c1	x	x	16	6	0.0	-25	x	x
CSCCC(NC(=O)c1ccccc1Cl)C(=O)NCCOc1ccccc1 (stereo not given)	4	0.0	-6	3	-0.1	-3	-1	3
CNC(=O)C(=O)Nc1ccc2c(c1)N(S(=O)(=O)c1cccs1)CCC2	1	x	-20	-1	0.0	-19	0	-1
COc1ccc(CCNC(=O)c2ccc3c(c2)N(Cc2ccc(F)cc2)CCS3)c(OC)c1	7	x	2	-7	0.1	-21	-12	0
Cc1ccc(S(=O)(=O)N(C)C[C@H]2Oc3ccc(NC(=O)c4ccncc4)cc3C(=O)N([C@H](C)CO)C[C@@H]2C)cc1	-1	2.5	-5	-13	-1.0	-4	x	-26
CCc1nnc(NC(=O)CSc2nnc(-c3ccco3)n2CCOC)s1	x	x	-4	-11	0.1	-16	-4	x
COc1ccc(Oc2cccc(Cl)c2CNC(=O)CSCC(=O)O)cc1	0	x	6	-1	0.1	-6	-7	x
COCCn1c(SCC(=O)/C=C2\N(C)c3ccccc3C2(C)C)nnc1-c1ccncc1	x	x	15	-37	0.0	-6	-3	x
CC(C)NC(=O)Nc1cccc2c1O[C@@H](CN(C)Cc1ccc(-c3ccccc3)cc1)[C@@H](C)CN([C@@H](C)CO)C2=O	-1	0.8	-4	-24	0.6	-6	x	9
O=C(COC(=O)Cc1ccc(Cl)c(Cl)c1)NCCc1ccccc1	7	0.1	-7	-4	0.1	-9	5	0
CCOC(=O)c1cccc(NC(=O)CCc2nnc3ccc(N4CCOCC4)nn23)c1	-8	x	x	3	-0.1	-9	-5	1
Cc1ccccc1NC(=O)Cc1c(O)c2ccccc2[nH]c1=O	-4	x	-6	-2	x	-9	x	-4
O=C(NCC1COc2ccccc2O1)c1cccc(S(=O)(=O)N2CCN(c3ccccc3)CC2)c1 (stereo not given)	3	-0.2	25	11	0.1	-20	x	3
Cc1csc(=O)n1CC(=O)OCc1nnc(-c2ccccc2)o1	11	-0.7	-19	3	0.2	-16	3	2
CCOc1ccc(S(=O)(=O)Nc2ccc(S(=O)(=O)N3CCCCC3)cc2)cc1	2	x	x	3	x	-2	x	9
C=CCC1(CC=C)CCCN1C(=O)C1CCC(=O)N(CCc2ccccc2)C1 (stereo not given)	9	0.3	x	-4	1.0	-12	x	-15
CCOC(=O)N1CCN(C(=O)C[C@@H]2C[C@@]3(C(=O)OCC)CCCC=C3N(Cc3ccc4c(c3)OCO4)C2=O)CC1	x	x	6	1	0.0	-11	-7	x
Next part
SMILES	esBAF inh	E-sel inducer	EWS-Fli inh	S100A4 inh HTS	Xi reactivation	RAD52 anneal inh	FN deposit inh	RAD54 inh
CC(C)[C@H](NC(=O)[C@@H]1CSC2c3ccccc3C(=O)N21)C(=O)NCC1CCCO1 (stereo not given in full)	-3	x	-2	-1	0.0	-9	10	6
CC1CCN(CCc2nc3cc(NC(=O)C(C)C)ccc3n2C)CC1	11	-0.2	5	-12	0.0	-18	2	-15
COc1ccc(S(=O)(=O)N(C)C[C@@H]2Oc3ccc(NC(=O)NC(C)C)cc3C(=O)N([C@H](C)CO)C[C@@H]2C)cc1	5	-0.2	2	x	0.0	x	-2	x
COc1ccc(NC(=O)N(C)C[C@H]2OCCCC[C@@H](C)Oc3ccc(NS(=O)(=O)c4ccc(Cl)cc4)cc3C(=O)N([C@H](C)CO)C[C@H]2C)cc1	0	1.9	12	2	0.0	15	7	-3
COc1ccc(S(=O)(=O)Nc2ccc3c(c2)n(C)c(=O)n3C)cc1F	7	0.0	20	-5	0.0	-7	1	-12
FC(F)(F)c1ccnc(Sc2n[nH]c(C(F)(F)F)n2)c1	0	x	8	-3	0.2	-5	-2	x
Cc1nn(-c2ccccc2)c(N)c1C(O)(CC(=O)C(F)(F)F)C(F)(F)F (stereo not given)	1	1.3	x	x	-0.1	x	8	x
Nc1cccc(P(=O)(c2ccccc2)c2ccccc2)c1	-3	0.0	-3	-4	0.4	-14	0	x
CC(=O)Nc1ccc(NC(=O)COC(=O)c2ccc(S(=O)(=O)N(C)c3ccccc3)cc2)cc1	-2	1.2	6	1	1.7	-15	0	0
NC(=O)c1ccccc1N	-12	x	2	3	x	-4	x	-4
CS(=O)c1nc(-c2ccc(Br)cc2)cc(-c2ccccc2)c1C#N (stereo not given)	-3	x	16	7	x	-6	x	-1
CCc1c(C)nc(SCC(=O)c2ccc(C)c(C)c2)[nH]c1=O	15	x	-3	4	x	-4	x	6
O=C(C[C@H]1CC[C@@H]2[C@H](COC[C@H](O)CN2C(=O)Nc2ccc(C(F)(F)F)cc2)O1)NCCc1ccncc1	0	0.2	-6	6	0.2	1	-7	5
O=C(CNC1CCCC1)Nc1ccc(N2CCCCCC2)cc1	x	x	8	-13	0.1	78*	-9	x
Cc1cc(NC(=O)CC#N)n(-c2nc3ccccc3[nH]2)n1	19	4.3	-32	-4	0.2	-48	-20	1
O=C(O)CCCC(=O)Nc1cccc([N+](=O)[O-])c1	x	x	2	-2	0.0	-3	5	x
CC(OC(=O)c1ccccc1O)C(=O)Nc1cccc(Cl)c1 (stereo not given)	5	0.7	2	3	-0.2	-11	-4	3
COC(=O)c1sc(NC(=O)COc2cccnc2[N+](=O)[O-])c(C(=O)OC)c1C	-4	-1.3	8	1	-0.1	-13	0	3
COc1cccc(NC(=O)C[C@@H]2CC[C@@H]3[C@H](COc4ccc(NC(=O)C5CCCCC5)cc4C(=O)N3C)O2)c1	-3	0.1	-3	13	0.5	0	-32	2
O=c1oc(-c2ccc(Cl)cc2[N+](=O)[O-])nc2ccccc12	3	0.4	9	-7	0.2	-4	3	-2
CCn1c(=O)c(CCC(=O)NCC2CCCO2)c(C)c2c(C)nn(-c3ccccc3)c21 (stereo not given)	3	x	x	-3	0.2	14	-3	1
CCOC(=O)c1c(/N=C/N(C)C)sc(C=O)c1-c1ccccc1	x	1.2	9	-1	0.0	-10	2	x
O=C(c1ccc(F)cc1)N1CCCCN2[C@H](CO)[C@@H](c3ccc(C#CC4(O)CCCC4)cc3)[C@@H]2C1	x	-0.6	3	-12	0.0	-22	x	11
Cc1ccc(Nc2nc(N3CCOCC3)nc(N3CCOCC3)n2)cc1C	4	x	12	1	0.0	10	-14	-6
COCCN(C(=S)Nc1cc(C)cc(C)c1)C(C)c1cccnc1 (stereo not given)	-8	x	2	x	-0.2	x	x	-4
The list goes on.
SMILES	esBAF inh	E-sel inducer	EWS-Fli inh	S100A4 inh HTS	Xi reactivation	RAD52 anneal inh	FN deposit inh	RAD54 inh
CCCCN(C(=O)NC(=O)Nc1nc2ccc(OC)cc2s1)S(C)(=O)=O	24	x	-51	0	x	-9	x	1
COCCc1ncc(CN2CCCC(C(=O)Nc3cccc(-c4cccc(C)c4)c3)C2)cn1 (stereo not given)	-10	0.1	x	-4	0.0	-5	6	-1
O=C(O)CCn1c(-c2ccccc2)cc2ccccc21	x	-2.3	-1	-1	0.4	-14	-14	x
CC(C)NC(=O)N(C)C[C@@H]1Oc2ccc(NC(=O)Cn3cnnn3)cc2CC(=O)N([C@@H](C)CO)C[C@@H]1C	-2	-7.4	-3	-3	0.0	-26	x	-4
COCC#Cc1ccc2c(c1)O[C@@H](CN(C)S(C)(=O)=O)[C@H](C)CN([C@H](C)CO)S2(=O)=O	2	0.0	-4	2	0.0	3	4	1
CCCCCCCOc1ccc(-c2ccc(C#N)cn2)cc1	x	x	0	-6	0.4	-3	-3	-11
O=C1NN(c2ccc(F)cc2)C(=O)/C1=C/c1cccs1	x	x	-6	-1	0.0	-18	8	x
COc1ccc(NC(=O)Nc2cccc3c2O[C@H](CN(C)CC2CCCCC2)[C@@H](C)CN([C@@H](C)CO)C3=O)cc1	11	-0.6	-2	-1	-1.3	13	x	-1
COc1cccc(-c2ccc3c(c2)O[C@@H](CN(C)C(C)=O)[C@H](C)CN([C@@H](C)CO)S3(=O)=O)c1	-4	-0.1	0	-12	-1.3	-2	x	-5
Cc1ccc(C)c(NC(=O)CCN2CCN(C)CC2)c1	-5	x	-3	-5	0.0	-12	-1	5
CC1(C(=O)NCCc2c[nH]c3ccccc23)CCN1CC1CCCCC1 (stereo not given)	-2	0.5	5	13	0.1	-1	-2	-5
CN(CC(=O)Nc1ccccc1N1CCOCC1)CC(=O)Nc1ccc(F)c(F)c1F	x	x	5	-4	0.1	-46	x	x

Quoted at random: 4 compounds from above.
SMILES	esBAF inh	E-sel inducer	EWS-Fli inh	S100A4 inh HTS	Xi reactivation	RAD52 anneal inh	FN deposit inh	RAD54 inh
O=C(O)CCn1c(-c2ccccc2)cc2ccccc21	x	-2.3	-1	-1	0.4	-14	-14	x
COc1ccc(NC(=O)Nc2cccc3c2O[C@H](CN(C)CC2CCCCC2)[C@@H](C)CN([C@@H](C)CO)C3=O)cc1	11	-0.6	-2	-1	-1.3	13	x	-1
CCCCCCCOc1ccc(-c2ccc(C#N)cn2)cc1	x	x	0	-6	0.4	-3	-3	-11
COCC#Cc1ccc2c(c1)O[C@@H](CN(C)S(C)(=O)=O)[C@H](C)CN([C@H](C)CO)S2(=O)=O	2	0.0	-4	2	0.0	3	4	1

High-throughput results (PubChem BioAssay)
